Screening results: PubChem, several laboratories
WT yeast gro inh: growth inhibition of WT yeast, mitochondrial fusion screen; inhibition, % at 10 µM; 190,000 compounds, 2.1% hits; mitochondrial fusion phenotypic screen, WT strain; in the data active = inhibition above about 58%; tested in S. cerevisiae
RSV CPE inhibition: inhibition of RSV-induced cytopathic effect – HEp-2 cells, primary 10 µM value included (AID 2391); HEp-2 cells, RSV-induced CPE inhibition; higher % means a stronger effect; CPE inhibition, % at 10 µM, or IC50 in µM where a hit was titrated; 310,000 compounds, 0.13% hits; in the data active = a potency from the dose series; inconclusive = CPE inhibition mostly from about 23% at the one dose, without a potency; inactive = the rest, 99 in 100 with CPE inhibition below about 21%; note: strong numbers were not always called active
XIAP displacement: XIAP antagonists, biochemical, IAP family, fluorescence polarization (AID 1018); displacement, % at 20 µM; hits with a dose series show IC50 in µM; XIAP BIR domain, fluorescence polarization peptide displacement; higher % means a stronger effect; 200,000 compounds, 0.007% hits; in the data active = displacement above about 50%; note: a part of the inactive calls stands beside numbers as strong as those of hits
Yfh1-depleted yeast: mitochondrial function rescue without frataxin homolog – Friedreich's ataxia, plus single-dose screen, dose response (AID 1465) | S. cerevisiae Yfh1-off respiration, WST-1 reduction, 72 h; higher fold induction means a stronger effect | fold induction at 50 µM, or EC50 in µM where a hit was titrated | 220,000 compounds, 0.074% hits;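 active = fold induction of absorbance versus untreated yeast above a set limit, then at least 30% activation at any dose in follow-up; inconclusive = repeats straddling the limit, or above it without dose testing; inactive = fold induction below the set limit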;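 note: activators that raise dye reduction in frataxin-depleted yeast; strong numbers were not always called active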
ER stress rescue: rescue of cells from ER stress-induced death, primary screen, 384-well, CSM14.1, thapsigargin, ATP luminescence (AID 1222). CSM14.1 thapsigargin-induced death rescue, ATP luminescence; higher % means a stronger effect. cellular ATP content (survival), % at 20 µM, or EC50 in µM where a hit was titrated. 190,000 tested, under 10 active;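 active = EC50 below 50 µM in the dose-response confirmation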;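 note: death triggered by thapsigargin at about 15 µM added after 2 h compound pretreatment; cell ATP read after overnight thapsigargin exposure of roughly 18 to 22 hours; normalized against plate controls of thapsigargin alone and 5% DMSO vehicle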
West Nile antiviral: West Nile virus antiviral activity, cell-based, CPE readout (AID 1621) | CPE inhibition, % at 10 µM, or IC50 in µM where a hit was titrated | West Nile virus-infected cells, CPE inhibition; higher % means a stronger effect | 290,000 compounds, 0.02% hits; in the data active = a potency from the dose series; inconclusive = CPE inhibition mostly from about 3.7% at the one dose, without a potency; inactive = the rest, 99 in 100 with CPE inhibition below about 2.2%; note: strong numbers were not always called active
NS5 inhibitors: flavivirus cap methylation enzyme inhibition – biochemical, confirmation dose response, primary screen (AID 588689). Dengue-2 NS5 methyltransferase capping enzyme assay, biochemical; higher % means a stronger effect. one-dose inhibition, % at 25 µM; IC50 in µM for titrated hits. 340,000 compounds, 0.3% hits; in the data active = a potency from the dose series; inconclusive = inhibition above about 29% without an active follow-up result
Large T inhibition: TAg ATPase/helicase activity blockers – biochemical (AID 1903) | inhibition, % at 20 µM, or IC50 in µM where a hit was titrated | SV40 large T antigen ATPase/helicase inhibition assay; higher % means a stronger effect | 310,000 compounds, 0.39% hits; in the data active = a potency from the dose series; inconclusive = inhibition mostly from about 32% at the one dose, without a potency; inactive = the rest, 99 in 100 with inhibition below about 32%; note: strong numbers were not always called active
K1F lysis inhibition: protection from phage-mediated lysis, alamar blue read-out – E. coli UTI89, K1F phage, bacterial capsule biogenesis inhibitors (AID 488966). E. coli UTI89 K1F phage lysis, alamar blue, 2 h; higher % means a stronger effect. 340,000 compounds, 0.02% hits. inhibition, % at 100 µM, or IC50 in µM where a hit was titrated;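 active = phage lysis inhibition, versus mean bacterial control, above a set limit; inconclusive = no clear call, values can overlap the other calls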;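 note: capsule biogenesis inhibitors block K1F phage lysis so surviving cells raise fluorescence; higher fluorescence means more inhibition of phage lysis; actives were called in the ten point dose series up to 300 µM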
WT yeast gro inh mutant strain: second read-out of WT yeast gro inh, no call of its own (marks repeat the call); inhibition, %; mitochondrial fusion phenotypic screen, mutant strain inhibition
NS5 inhibitors pilot replicate: also measured in NS5 inhibitors; calls as there; inhibition, %; measured here: pilot screen replicate inhibition
Starred values were filed as active, the others as inactive; [ ] = dose if it differs, or a comment.

Results for COc1ccc(NC(=S)N2CCCC(c3nc4ccc(C)cc4[nH]3)C2)cc1 (stereo not drawn) ?
WT yeast gro inh: -18; RSV CPE inhibition: 14%; XIAP displacement: -5.4%; Yfh1-depleted yeast: inactive; ER stress rescue: 0.3%; West Nile antiviral: -1.5%; NS5 inhibitors: -4%; Large T inhibition: -1%; K1F lysis inhibition: 1.3%; WT yeast gro inh mutant strain: -3

How did CSCC[C@H](NC(=O)c1ccco1)c1nnc2ccccn12 do in these assays?
RSV CPE inhibition: 2.7%; West Nile antiviral: 0.0%; NS5 inhibitors: 3%; Large T inhibition: 11%; K1F lysis inhibition: 0.3%

Results for COc1ccc(CN2CCNC(=O)C2CC(=O)NCc2ccc(C)s2)c(OC)c1 (stereo not drawn) ?
WT yeast gro inh: 10; RSV CPE inhibition: 1.2%; XIAP displacement: -8.2%; Yfh1-depleted yeast: inactive; ER stress rescue: -0.4%; West Nile antiviral: -0.4%; NS5 inhibitors: -5%; Large T inhibition: 1%; K1F lysis inhibition: 0.2%; WT yeast gro inh mutant strain: 2

How did CCc1ccc(S(=O)(=O)Nc2ccc(-c3ccc4nncn4n3)cc2)s1 do in these assays?
RSV CPE inhibition: -2.1%; NS5 inhibitors: -3%; Large T inhibition: 25%; K1F lysis inhibition: 0.1%[50 µM]

How did O=S(=O)(NC1CCCCC1)c1cccc2nsnc12 do in these assays?
RSV CPE inhibition: 0.8%; West Nile antiviral: -0.5%; NS5 inhibitors: -9%; Large T inhibition: 6%; K1F lysis inhibition: 0.1%

Results for c1cncc(-c2nc(NCCCn3ccnc3)c3ccccc3n2)c1 ?
WT yeast gro inh: -10; RSV CPE inhibition: 6.1%; XIAP displacement: 2.3%; Yfh1-depleted yeast: inactive; ER stress rescue: 1.3%; West Nile antiviral: -0.8%; NS5 inhibitors: -5%; Large T inhibition: 9%; K1F lysis inhibition: -0.9%; WT yeast gro inh mutant strain: 2

What do the screens show for `Cc1ccc(C)c(S(=O)(=O)N2CCN(C(=O)c3ccc(C)s3)CC2)c1`?
RSV CPE inhibition: inconclusive; West Nile antiviral: -0.8%; NS5 inhibitors: 2%; Large T inhibition: 28%; K1F lysis inhibition: -0.4%

Results for CCOC(=O)N1CCN(C(=O)c2cc(S(=O)(=O)N3CCCC3)cn2C)CC1 ?
WT yeast gro inh: -3; RSV CPE inhibition: -0.1%; XIAP displacement: -9.1%; Yfh1-depleted yeast: inactive; ER stress rescue: -1.2%; West Nile antiviral: 0.3%; NS5 inhibitors: -6%; Large T inhibition: 4%; K1F lysis inhibition: 0.7%; WT yeast gro inh mutant strain: -16

Results for Cc1cc(C)c2nc(NC(=O)CN3C(=O)NC4(CCCC4)C3=O)sc2c1 ?
RSV CPE inhibition: -1.4%; NS5 inhibitors: 1%; Large T inhibition: 5%; K1F lysis inhibition: 1.1%[50 µM]

Results for O=C(NN1C(=O)C2C(C1=O)C1C=CC2C12CC2)c1cccc(Cl)c1 (stereo not drawn) ?
WT yeast gro inh: -19; RSV CPE inhibition: 0.0%; XIAP displacement: -2.8%; Yfh1-depleted yeast: inactive; ER stress rescue: -0.2%; West Nile antiviral: -0.4%; NS5 inhibitors: -9%; Large T inhibition: 7%; K1F lysis inhibition: 0.0%; WT yeast gro inh mutant strain: -23

How did CCOC(=O)C1=C(N)Oc2c(c(=O)[nH]c3ccccc23)C1c1ccccc1 (stereo not drawn) do in these assays?
WT yeast gro inh: 11; RSV CPE inhibition: 2.7%; XIAP displacement: -3.9%; Yfh1-depleted yeast: inactive; ER stress rescue: -1.9%; West Nile antiviral: 0.8%; NS5 inhibitors: 8%; Large T inhibition: 9%; K1F lysis inhibition: 0.2%; WT yeast gro inh mutant strain: 21

Results for C=CCNC(=O)C(C(=O)OCC)C1CCCCC1 (stereo not drawn) ?
WT yeast gro inh: -14; RSV CPE inhibition: 0.6%; XIAP displacement: -3.2%; Yfh1-depleted yeast: inactive; ER stress rescue: -2.7%; West Nile antiviral: 0.1%; NS5 inhibitors: 2%; Large T inhibition: 8%; K1F lysis inhibition: 3.8%; WT yeast gro inh mutant strain: -7

What do the screens show for `Cc1ccc(NS(=O)(=O)c2ccc(NC(=O)c3ccccc3C(=O)O)cc2)c(C)c1`?
RSV CPE inhibition: -1.6%; NS5 inhibitors: -1%; Large T inhibition: 5%; K1F lysis inhibition: 0.4%

Results for Cc1cc2ccccc2nc1SCC(=O)NC1CCCCC1 ?
WT yeast gro inh: -1; RSV CPE inhibition: -0.5%; XIAP displacement: -5.8%; Yfh1-depleted yeast: inactive; ER stress rescue: -1.5%; West Nile antiviral: -0.3%; NS5 inhibitors: 2%; Large T inhibition: 5%; K1F lysis inhibition: 3.2%; WT yeast gro inh mutant strain: 2

Results for O=C(COC(=O)c1ccc2c(c1)S(=O)(=O)N=C1CCCCCN12)NCCc1ccc(F)cc1 ?
WT yeast gro inh: -5; RSV CPE inhibition: 1.5%; XIAP displacement: -5.1%; Yfh1-depleted yeast: inactive; ER stress rescue: -0.8%; West Nile antiviral: -0.3%; NS5 inhibitors: 12%; Large T inhibition: 16%; K1F lysis inhibition: -0.2%; WT yeast gro inh mutant strain: -17

How did N#C/C(=C/c1ccc(C(=O)O)cc1)C(=O)Nc1ccccc1 do in these assays?
WT yeast gro inh: -14; RSV CPE inhibition: 1.6%; XIAP displacement: -4.2%; Yfh1-depleted yeast: inactive; ER stress rescue: -0.5%; West Nile antiviral: 0.2%; NS5 inhibitors: 7%; Large T inhibition: 3%; K1F lysis inhibition: -0.1%; WT yeast gro inh mutant strain: -5

Results for CCCCN(C(=O)CSc1nn(-c2ccc(F)cc2)c(=S)s1)c1c(N)n(CCCC)c(=O)[nH]c1=O ?
RSV CPE inhibition: -1.6%; NS5 inhibitors: -8%; Large T inhibition: 5%; K1F lysis inhibition: 0.8%[50 µM]

What do the screens show for `O=C(CCc1ccccc1)NCCCN1CCOCC1`?
WT yeast gro inh: -7; RSV CPE inhibition: 0.5%; XIAP displacement: -4.6%; Yfh1-depleted yeast: inactive; ER stress rescue: 1.9%; West Nile antiviral: -0.2%; NS5 inhibitors: 2%; Large T inhibition: 4%; K1F lysis inhibition: 2.2%; WT yeast gro inh mutant strain: -2

How did O=C(O)c1cccc(N2C(=O)CSC2c2ccccc2)c1 (stereo not drawn) do in these assays?
RSV CPE inhibition: 1.5%; West Nile antiviral: -0.2%; NS5 inhibitors: -3%; Large T inhibition: 11%; K1F lysis inhibition: -0.1%

Results for OCC1(Cc2ccccc2)CCCN(Cc2ccc(-c3ccco3)cc2)C1 (stereo not drawn) ?
WT yeast gro inh: 38; RSV CPE inhibition: 0.2%; XIAP displacement: -6.0%; Yfh1-depleted yeast: inactive; ER stress rescue: -0.7%; West Nile antiviral: -0.3%; NS5 inhibitors: -17%; Large T inhibition: 19%; K1F lysis inhibition: 0.6%; WT yeast gro inh mutant strain: 22

How did O=c1cc[nH]c2cc(Cl)ccc12 do in these assays?
WT yeast gro inh: -3; RSV CPE inhibition: 1.7%; XIAP displacement: -9.4%; Yfh1-depleted yeast: inactive; ER stress rescue: -2.8%; West Nile antiviral: 0.2%; NS5 inhibitors: -4%; Large T inhibition: 9%; K1F lysis inhibition: -3.5%; WT yeast gro inh mutant strain: -4

Results for COc1ccc(/C(O)=C2/C(=O)C(=O)N(CC3CCCO3)C2c2cccc(OC)c2)cc1 (stereo not drawn) ?
WT yeast gro inh: -20; RSV CPE inhibition: 1.5%; Yfh1-depleted yeast: inactive; ER stress rescue: -2.9%; West Nile antiviral: -0.5%; NS5 inhibitors: -1%; Large T inhibition: 9%; K1F lysis inhibition: 5.1%; WT yeast gro inh mutant strain: 8

Results for COc1cccc(NC(=O)CN(C)C(=O)/C=C/c2cc(OC)ccc2OC)c1 ?
WT yeast gro inh: 5; RSV CPE inhibition: 0.4%; XIAP displacement: -5.6%; Yfh1-depleted yeast: inactive; ER stress rescue: -1.1%; West Nile antiviral: -0.7%; NS5 inhibitors: -8%; Large T inhibition: 4%; K1F lysis inhibition: 3.2%; WT yeast gro inh mutant strain: 3

What do the screens show for `CC(=O)c1ccc(NC(=O)CSc2nc(N)c3cc4c(nc3n2)CCCC4)cc1`?
WT yeast gro inh: 10; RSV CPE inhibition: 4.4%; XIAP displacement: -3.6%; Yfh1-depleted yeast: inactive; ER stress rescue: -2.8%; West Nile antiviral: -1.0%; NS5 inhibitors: -1%; Large T inhibition: 4%; K1F lysis inhibition: 0.0%[50 µM]; WT yeast gro inh mutant strain: -6

What do the screens show for `Cc1cc2c(ncn2Cc2ccccc2)c([N+](=O)[O-])c1C`?
WT yeast gro inh: 24; RSV CPE inhibition: -0.4%; XIAP displacement: -6.2%; Yfh1-depleted yeast: inactive; ER stress rescue: 3.3%; West Nile antiviral: -1.2%; NS5 inhibitors: 0%; Large T inhibition: 11%; K1F lysis inhibition: -0.5%; WT yeast gro inh mutant strain: 8; NS5 inhibitors pilot replicate: 1.5

How did O=C(CN1CCOCC1)Nc1ccc([N+](=O)[O-])cc1 do in these assays?
RSV CPE inhibition: 4.3%; West Nile antiviral: 1.2%; NS5 inhibitors: 1%; Large T inhibition: 1%; K1F lysis inhibition: 0.2%

Results for NC(=S)N/N=C/c1ccc(-c2ccc([N+](=O)[O-])cc2)o1 ?
WT yeast gro inh: 10; RSV CPE inhibition: 2.7%; XIAP displacement: -9.3%; Yfh1-depleted yeast: inactive; ER stress rescue: -1.5%; West Nile antiviral: -0.4%; NS5 inhibitors: -59%; Large T inhibition: 19%; K1F lysis inhibition: 0.2%; WT yeast gro inh mutant strain: 26

Results for COc1cc(C(C(=O)NC(C)(C)C)N(Cc2ccccc2)C(=O)c2cnccn2)cc(OC)c1OC (stereo not drawn) ?
WT yeast gro inh: -1; RSV CPE inhibition: -0.9%; XIAP displacement: -11%; Yfh1-depleted yeast: inactive; ER stress rescue: -0.3%; West Nile antiviral: 0.2%; NS5 inhibitors: -3%; Large T inhibition: -2%; K1F lysis inhibition: 0.1%; WT yeast gro inh mutant strain: -31

How did CCOC(=O)c1ccc(N2C(=O)CC(Sc3ncccn3)C2=O)cc1 (stereo not drawn) do in these assays?
RSV CPE inhibition: 0.7%; West Nile antiviral: -0.9%; NS5 inhibitors: -5%; Large T inhibition: 15%; K1F lysis inhibition: -1.1%
